Screening data deposited in PubChem by several laboratories.
Hsp70 activator: switches on Hsp70 transcription; HeLa Hsp70 promoter luciferase reporter, luminescence; scaled: vehicle 0, proteasome-inhibitor control 100%; activation, % at 10 µM; actives 0.04% (n = 200,000);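 active = activation above the mean across all tested compounds plus 3 SD, cutoff set per campaign, cut at about 5.5% in these data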;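 note: 100% = MG132 at 30 µM as the positive control and 0% = DMSO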
APP 5UTR inh: APP translation inhibition. SH-SY5Y APP 5'UTR-luciferase reporter, luminescence. inhibition, % at 2 µM. actives 0.82% (n = 190,000);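 active = inhibition above a set limit, derived from the sample mean plus 3 SD, cut at about 45% in these data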; note: values of inactives mirror those of a sister screen read the other way
FLuc act counter: firefly luciferase counter-screen for stimulation assays; ATPlite luciferase biochemical, luminescence, 10 min; 0 = ATP-free wells, 1 = DMSO control; activation factor at 10 µM; 200,000 tested, under 10 active; P08659; AID 1027;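 active = luciferase activation factor, scaled between plate controls, of at least 2 with compound at 10 µM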
Target sequence (P08659 whole entry, looked up): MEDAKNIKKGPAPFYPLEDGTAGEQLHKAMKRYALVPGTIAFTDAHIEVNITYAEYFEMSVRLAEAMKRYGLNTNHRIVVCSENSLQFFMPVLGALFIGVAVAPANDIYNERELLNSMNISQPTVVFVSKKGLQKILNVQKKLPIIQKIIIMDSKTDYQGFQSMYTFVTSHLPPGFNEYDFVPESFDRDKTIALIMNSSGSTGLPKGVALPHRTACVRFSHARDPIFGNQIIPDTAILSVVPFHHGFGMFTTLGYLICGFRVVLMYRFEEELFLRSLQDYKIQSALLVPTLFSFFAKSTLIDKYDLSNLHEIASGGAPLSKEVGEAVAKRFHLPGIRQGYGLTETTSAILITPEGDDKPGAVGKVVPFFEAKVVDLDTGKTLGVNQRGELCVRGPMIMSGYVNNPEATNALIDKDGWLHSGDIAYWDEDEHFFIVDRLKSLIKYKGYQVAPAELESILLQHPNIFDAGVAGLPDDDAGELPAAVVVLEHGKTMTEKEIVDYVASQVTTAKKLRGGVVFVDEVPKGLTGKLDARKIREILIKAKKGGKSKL
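assay system = Luciferase/luciferin detection reagent, cell-free biochemical luciferase assay | also added = ATP substrate | times = 10 min post-reagent at room temperature | measured by = luminescence from luciferase reaction | measure = luciferase activation, seen as luminescence increase over controls | benchmarks = low control with PBS replacing ATP, high control enzyme plus ATP without compound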
NF-kB expr up: compounds increasing NF-kB expression in human neuronal cells | NF-kB reporter expression; hits give high values | AID 1239 | actives 1.6% (n = 190,000) | fold change at 12.5 µM; in the data active = fold change above about 3.3
FLuc inhib CS: Photinus pyralis luciferase inhibition counter-screen. P08659. ATPLite firefly luciferase biochemical luminescence, 10 min. inhibition, % at 10 µM. actives 1.5% (n = 200,000). AID 1006;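 active = inhibition above about 50% when tested at 10 µM, limit read from the data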
STAT1 act: increases IFN-gamma driven STAT1 reporter signal; activation (% of control), % at 5.5 µM; NIH 3T3 STAT1-luciferase reporter, luminescence; 100% = IFN-gamma alone, no compound; AID 932; actives 2.6% (n = 200,000);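 active = activation above the screen-wide mean activation plus 3 SD, cut at about 130% in these data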;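 note: raw ratio to IFN-gamma control signal so 100% means no change and 0% no light; values of inactives mirror those of a sister screen read the other way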
G6PDH counter: inhibits Leuconostoc G6PDH, flagging false hits in G6PDH-based assays | inhibition, % at 5 µM | Purified L. mesenteroides G6PDH, diaphorase/resazurin coupled fluorescence, 45 min | actives 0.12% (n = 200,000); in the data active = inhibition above about 50%
Efa HMGR inh: blocks class II HMG-CoA reductase of Enterococcus faecalis. purified E. faecalis HMGR, NADPH absorbance 340 nm kinetic. inhibition, % at 10 µM. actives 0.41% (n = 190,000). AID 1066;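 active = inhibition above a set limit, the median over all tested compounds plus 3 SD, cut at about 9.5% in these data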;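 note: enzyme runs in reverse so mevalonate oxidation gives rising NADPH absorbance; 0% = complete reaction with DMSO and 100% = background rate lacking mevalonate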
Redox H2O2 prof: compounds producing H2O2 with reducing agent – biochemical, NIH compound library profiling, artefact control for MLSCN library redox annotation, primary screen; DTT-dependent redox cycling H2O2, phenol red/HRP absorbance; 100% = 100 µM peroxide control, 0% = buffer; activation, % at 10 µM; actives 0.03% (n = 200,000); AID 878;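 active = activation of at least 50% relative to the plate's high and low controls in the primary single-dose screen; inactive = activation below 50%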;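 note: compound incubated with DTT at 0.8 mM final as the reducing agent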
APP 5'UTR act: activates APP 5'UTR luciferase reporter | SH-SY5Y APP 5'UTR luciferase reporter, luminescence; zero percent = DMSO vehicle wells | activation, % at 2 µM | actives 1% (n = 190,000) | AID 1276;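 active = activation above a set limit, based on mean plus 3 SD of controls, cut at about 140% in these data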; note: values of inactives mirror those of a sister screen read the other way
An asterisk follows results filed as active.

entry	Compound	Hsp70 activator	APP 5UTR inh	FLuc act counter	NF-kB expr up	FLuc inhib CS
1	CN(C)S(=O)(=O)c1cc(NC(=O)CN2CCOCC2)ccc1Cl	0.6	-2	1	1.2	-4
2	O=C(CN1CCN(c2ccccn2)CC1)Nc1ccccc1	-0.2	-1	1	1.2	3
3	CSCCC(NC(=O)c1c(C)oc2c1CCCC2)C(=O)O (configuration not stated)	0.1	13	1.1	1.2	-7
4	CCOc1ccccc1NC(=O)CCS(=O)(=O)c1cccc2nonc12	0.7	-1	1.1	0.97	-8
5	O=C(Nc1cnccn1)Nc1ccccc1Cl	-0.1	-19	1	1.3	1
6	COc1ccc(NC(=O)CN(C)S(=O)(=O)c2ccc3c(c2)CCC(=O)N3)c(OC)c1	-0.3	-10	1	0.9	-4
7	Cc1ccc(S(=O)(=O)CC(O)COc2ccccc2C#N)cc1 (configuration not stated)	-0.1	-9	1	1.1	-5
8	N#Cc1nc(Cc2ccccc2)oc1NCc1ccccc1Cl	-0.2	-11	1	1.2	3
9	CCOC(=O)c1cc(C(=O)OCC)c(=O)[nH]c1N1CCCC1	0.1	-4	1	1.1	1
10	O=C(CCNC(=O)c1ccccc1)NCC1CCCCC1	-0.2	1	1	1.2	-3

entry	STAT1 act	G6PDH counter	Efa HMGR inh	Redox H2O2 prof	APP 5'UTR act
1	98	3	-4	-0.1	2
2	93	17	-2	0.3	1
3	95	0	-2	-0.3	-13
4	93	3	3	-1.2	1
5	121	7	0	-0.3	19
6	98	17	1	-1.3	10
7	105	15	-3	-0.2	9
8	101	9	-1	-1.3	11
9	101	0	2	-0.6	4
10	104	6	-10	-0.8	-1

Later entries
entry	Compound	Hsp70 activator	APP 5UTR inh	FLuc act counter	NF-kB expr up	FLuc inhib CS
11	CC(Nc1cc(N2CCN(C(=O)C(C)(C)C)CC2)ccc1[N+](=O)[O-])c1ccccc1 (configuration not stated)	-0.3	1	1.1	0.4	-7
12	NC(=O)CSC1=Nc2ccccc2C2=NC(CC(=O)NCc3cccs3)C(=O)N12 (configuration not stated)	-0.1	3	1	1.1	-4
13	COCc1cc(=O)n2[nH]c(C)nc2n1	-0.1	1	1	1.1	-1
14	C#CCOCCOCCOCCNc1nc(N2CCN(C(=O)C([C@@H](C)CC)n3cc(C(N)CC(C)C)nn3)CC2)nc(N2CCN(C(=O)[C@H](CCC(=O)O)n3cc(C(N)[C@H](C)CC)nn3)CC2)n1 (some centres not stated)	-0.3	-13	1.1	1.1	-5
15	O=S(=O)(c1ccccc1)N1CCn2c(nc3ccccc32)C1	-0.4	-10	1.1	0.98	-7
16	CCO[C@H]1OC(C(=O)N2CCN(C)CC2)=C[C@@H](C)[C@@H]1CCCO	-0.1	-10	1	1.2	-1
17	O=C(O)CCCC(=O)NCCCc1ccccc1	0.5	2	1	1.1	0
18	CCCC(=O)Nc1ccc(C(=O)n2ccc(C)n2)cc1	-0.3	-16	1	1.2	3
19	O=C(COC(=O)CNC(=O)c1ccc(Cl)cc1Cl)Nc1ccc(N2CCOCC2)cc1	-0.3	-12	1	1.1	-4
20	O=C1CCN(C2CCN(Cc3nc(Cc4ccccc4F)no3)CC2)CCN1	-0.1	-3	1.1	1.5	-6

entry	STAT1 act	G6PDH counter	Efa HMGR inh	Redox H2O2 prof	APP 5'UTR act
11	88	-6	0	0.4	-1
12	97	3	-1	0.1	-3
13	98	-1	-7	-2.0	-1
14	107	8	-3	0.6	13
15	105	2	-9	-0.9	9
16	86	6	7	-0.9	10
17	102	6	1	0.0	-2
18	97	14	2	-0.6	16
19	95	2	0	-1.8	13
20	100	7	-4	-0.8	3

Further entries follow.
entry	Compound	Hsp70 activator	APP 5UTR inh	FLuc act counter	NF-kB expr up	FLuc inhib CS
21	Cc1ccc(NC(=S)NC(=O)CC2CC(C)(C)OC2=O)cc1 (configuration not stated)	-0.1	7	1.1	1.4	-8
22	COc1ccccc1-c1nc(-c2ccc(Br)cc2)no1	0.1	-162	0.8	4.7*	15
23	C=CCNC(=S)Nc1ccc2nc(C)oc2c1	-0.1	-8	1.1	1.2	-6
24	Cc1noc(C)c1C(=O)NCCc1ccc(Cl)cc1	-0.4	-1	1.1	1.2	-6
25	COc1ccc(C(=O)NNC2=NC(C)(C)Cc3ccccc32)cc1	-0.1	18	1	1	-5
26	CCOc1ccc(NC(=O)CC2SC(N)=NC2=O)c([N+](=O)[O-])c1 (configuration not stated)	0.1	-15	1.1	1.2	-8
27	CCN1CCN(C(=O)c2ccccc2N(C)S(=O)(=O)c2ccc(C)cc2)CC1	-0.3	0	1.1	1.4	-5
28	Cc1ccc(C2=[N+]([O-])C(C)N(O)C2(C)C)o1 (configuration not stated)	0.4	8	1.1	1.5	-5
29	O=c1c2cnn(-c3ccccc3)c2ncn1Cc1ccccc1	-0.5	-6	1.1	1.1	-9
30	Cc1ccc(-c2noc(=O)n2CC(=O)c2ccc(Cl)cc2)cc1	-0.2	-5	1	1.1	0

entry	STAT1 act	G6PDH counter	Efa HMGR inh	Redox H2O2 prof	APP 5'UTR act
21	95	10	28*	-1.7	-7
22	135*	-6	0	-3.1	162*
23	93	10	-2	-1.1	8
24	97	-3	3	2.2	1
25	104	4	-2	-0.4	-19
26	103	5	-8	0.9	15
27	98	-5	-1	0.0	0
28	104	10	0	-0.1	-8
29	99	6	1	-0.1	6
30	104	15	-5	-0.8	5

Additional results follow.
entry	Compound	Hsp70 activator	APP 5UTR inh	FLuc act counter	NF-kB expr up	FLuc inhib CS
31	Cc1ccc2nc(SCC(=O)c3ccc(Cl)s3)[nH]c2c1	-0.1	-4	1	0.93	-3
32	O=C(CN1CCN(Cc2ccc(F)cc2Cl)C1=O)NCCc1ccccc1	-0.2	-18	1	1.3	2
33	CC(=O)c1c(O)c2ccccc2n(C2CCCCC2)c1=O	0.0	-17	1.1	0.74	-6
34	Cc1ccc2nc3n(c(=O)c2c1)CCC3	0.1	19	1.1	1	-8
35	O=C(Nc1ccc(-c2ccc([N+](=O)[O-])cc2)cc1)c1ccccc1F	-0.1	-4	1.1	1	-5
36	Cc1ccc(C(=O)/C=C/Nc2cccc(O)c2)cc1	-0.1	-138	0	13*	96*
37	CC(C)(C)CC(=O)Nc1nnc(SCC(=O)NCc2cccs2)s1	-0.3	18	1	1.1	-1
38	CC(C)C(C(=O)NCc1ccco1)N(C(=O)CNS(=O)(=O)c1ccccc1)c1ccccc1 (configuration not stated)	-0.1	3	1.1	0.9	-6
39	CC(C)(C)c1nc(SCC(=O)Nc2ccc3c(c2)OCCO3)c2ccccc2n1	-0.3	-6	1.1	0.94	-7
40	COc1cc2nc(SCc3ccc(Cl)cc3Cl)n(Cc3cccs3)c(=N)c2cc1OC	-0.2	-4	1	0.78	-4

entry	STAT1 act	G6PDH counter	Efa HMGR inh	Redox H2O2 prof	APP 5'UTR act
31	107	0	-1	-0.7	5
32	109	1	-3	-1.4	18
33	96	12	-3	0.4	17
34	106	-1	0	-1.7	-19
35	96	-8	-6	-0.2	4
36	92	2	-4	1.6	138*
37	98	10	-2	-0.8	-18
38	98	1	-1	-0.3	-3
39	95	7	-7	1.6	6
40	104	3	-7	-3.6	4

Reprinted from the part before: 2 compounds, then new ones.
entry	Compound	Hsp70 activator	APP 5UTR inh	FLuc act counter	NF-kB expr up	FLuc inhib CS
39	CC(C)(C)c1nc(SCC(=O)Nc2ccc3c(c2)OCCO3)c2ccccc2n1	-0.3	-6	1.1	0.94	-7
40	COc1cc2nc(SCc3ccc(Cl)cc3Cl)n(Cc3cccs3)c(=N)c2cc1OC	-0.2	-4	1	0.78	-4
41	CCN1CCCC1CNCc1ccccc1OCc1ccc(F)cc1 (configuration not stated)	-0.5	31	1.1	1.2	-8
42	COc1ccccc1N1CCN(C(=O)c2ccccc2Oc2ccccc2)CC1	-0.6	-6	1	0.74	1
43	N/C(=N/O)c1nc(N2CCCCC2)nc(N2CCCCC2)n1	-0.1	10	1	1.1	-1
44	Nc1nc(-c2cccc(NS(=O)(=O)c3ccccc3)c2)cs1	0.0	-2	1	0.99	-5
45	C(#CCN1CCOCC1)COCCOC(c1ccccc1)c1ccccc1	-0.1	4	1	1.1	0
46	Cc1ccc(NC(=S)N(CCCN2CCCC2)Cc2cccn2Cc2ccc(Cl)cc2)cc1	0.2	-9	1.1	0.76	-8
47	N#Cc1c(NC(=S)NC(=O)Cc2cccs2)sc2c1CCCCC2	-0.4	-17	1	0.96	-2
48	CCOC(=O)C1=C(C)N=C2c3ccccc3C(=O)C2C1c1ccc(Cl)cc1 (configuration not stated)	0.0	-14	1.1	0.36	-6
49	Cc1ccc(C(=O)Nc2cccc(C(=O)NCc3ccccc3)c2)o1	-0.1	2	1	1.1	1
50	CCNC(=O)C1CC(=O)N(Cc2ccc(F)cc2)C(=Nc2ccc(OC)cc2)S1 (configuration not stated)	-0.6	-1	1.1	1	-8

entry	STAT1 act	G6PDH counter	Efa HMGR inh	Redox H2O2 prof	APP 5'UTR act
39	95	7	-7	1.6	6
40	104	3	-7	-3.6	4
41	92	0	-1	0.0	-31
42	93	17	-9	-0.4	6
43	111	2	-10	0.5	-10
44	94	21	-6	-2.4	2
45	105	-6	0	0.1	-4
46	85	-3	-1	0.2	9
47	86	7	-6	-8.2	17
48	99	3	-8	-1.4	14
49	103	7	2	-0.1	-2
50	104	6	-7	-0.6	1

More structures follow.
entry	Compound	Hsp70 activator	APP 5UTR inh	FLuc act counter	NF-kB expr up	FLuc inhib CS
51	CCC(c1nnc(SCC(=O)Nc2nnc(-c3ccccc3)o2)o1)N(C)C (configuration not stated)	0.0	7	1	0.99	-2
52	Cc1ccccc1NC(=O)COc1ccc(Br)cc1CNCCCO	0.1	-11	1.1	0.99	-6
53	Cc1nc2ncnn2c(C)c1CCC(=O)Oc1ccccc1	-0.3	2	1.1	1.3	-8
54	Cc1ccc2nc(Nc3nc(CSc4nnc(C)s4)cc(=O)[nH]3)nc(C)c2c1	-0.5	-8	0.8	1.1	17
55	CCOc1ccccc1N1CCN(Cc2cccc(OC)c2OC)CC1	0.0	-2	1	1.5	4
56	CN(C)S(=O)(=O)c1ccc(C(=O)N(c2ccccn2)c2ccccn2)cc1	0.0	11	1.1	1	-9
57	COc1cc(OC)cc(-c2nnc(SCC(=O)NCc3cccs3)o2)c1	0.0	-11	1	1.1	-2
58	COc1ccc(CN2CCC(C(=O)N3CCN(c4ccccc4F)CC3)CC2)cc1OC	0.0	12	1.1	0.87	-6
59	Cn1c(SC2CCCCC2=O)nnc1-c1ccncc1 (configuration not stated)	-0.2	19	1	1.2	-5
60	Cc1c(CCO)sc[n+]1CC(=O)OC12CC3CC(CC(C3)C1)C2	-0.2	15	1.1	1.4	-8
61	Cc1ccc(-c2nc3ccccc3n3nnnc23)cc1	-0.2	-82	1	2	1

entry	STAT1 act	G6PDH counter	Efa HMGR inh	Redox H2O2 prof	APP 5'UTR act
51	105	4	-1	0.7	-7
52	99	5	-1	-0.1	11
53	95	3	-4	2.0	-2
54	135*	7	-5	-1.0	8
55	95	13	-14	0.0	2
56	97	-10	-4	0.1	-11
57	97	-4	0	0.0	11
58	104	2	-4	-3.1	-12
59	98	4	-1	-4.5	-19
60	105	-7	-4	-0.1	-15
61	101	-39	-4	-0.2	82

Entries by screen from above:
Compounds 52 to 56 in APP 5'UTR act, in turn: 11, -2, 8, 2, -11
Compounds 52 to 56 in Redox H2O2 prof, in turn: -0.1, 2.0, -1.0, 0.0, 0.1
Compounds 52 to 56 in Hsp70 activator, in turn: 0.1, -0.3, -0.5, 0.0, 0.0
